Gli-Sufu antag: blocks Gli-Sufu signaling in a luciferase reporter; Sufu-KO-LIGHT fibroblasts, Gli luciferase reporter luminescence; inhibition, % at 5 µM; actives 0.74% (n = 340,000);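 active = inhibition above about 55%, limit read from the data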;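 also: 0% = DMSO-treated cells and 100% = wells with medium but no cells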
CXCR6 inh: inhibitors of human CXCR6 receptor | O00574 | CHO-K1 PathHunter CXCR6 beta-arrestin, luminescence | inhibition, % at 20 µM | actives 0.36% (n = 360,000) | AID 602244; in the data active = inhibition above about 34%, passing the limit was not always enough;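 also: antagonist mode with CXCL16 agonist at 10 nM final; 0% = 10 nM CXCL16 with DMSO and 100% = unstimulated wells without agonist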
Target sequence (O00574 whole entry, looked up): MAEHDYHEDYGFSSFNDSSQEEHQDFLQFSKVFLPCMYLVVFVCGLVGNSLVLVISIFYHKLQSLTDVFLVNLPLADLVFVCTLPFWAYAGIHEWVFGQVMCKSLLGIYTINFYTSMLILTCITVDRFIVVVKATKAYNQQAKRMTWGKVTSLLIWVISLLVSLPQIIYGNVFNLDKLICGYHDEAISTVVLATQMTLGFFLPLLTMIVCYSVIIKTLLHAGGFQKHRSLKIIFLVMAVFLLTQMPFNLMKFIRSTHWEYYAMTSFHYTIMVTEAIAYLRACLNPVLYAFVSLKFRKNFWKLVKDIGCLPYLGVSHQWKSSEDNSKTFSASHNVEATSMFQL
EBI2 antag: blocks human EBI2 receptor beta-arrestin signaling; EBI2 beta-arrestin recruitment, luminescence, 7a,25-OHC stimulated; actives 0.81% (n = 360,000); AID 651636; inhibition, % at 5 µM; in the data active = inhibition above about 38%;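 also: enzyme fragment complementation signal reports receptor beta-arrestin coupling in cells; 0% = agonist plus DMSO wells and 100% = wells without agonist; some results beyond the cut were filed as inactive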
Target sequence (P32249 whole entry, looked up, the tested form may be a part): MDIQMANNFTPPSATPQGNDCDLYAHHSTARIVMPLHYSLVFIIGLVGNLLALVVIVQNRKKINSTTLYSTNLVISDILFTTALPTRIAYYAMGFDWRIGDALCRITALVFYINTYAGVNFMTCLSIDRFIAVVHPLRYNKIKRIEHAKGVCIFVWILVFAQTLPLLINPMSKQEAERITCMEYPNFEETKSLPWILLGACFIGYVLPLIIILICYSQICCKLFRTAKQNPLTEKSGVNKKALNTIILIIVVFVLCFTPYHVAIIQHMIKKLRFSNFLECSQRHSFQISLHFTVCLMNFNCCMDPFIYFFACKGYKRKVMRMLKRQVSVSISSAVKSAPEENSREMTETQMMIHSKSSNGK
CCR6 antag: CCR6 (human) receptor antagonism. P51684. CHO-K1 CCR6 PathHunter beta-arrestin, luminescence, CCL20-stimulated. inhibition, % at 20 µM. actives 0.49% (n = 340,000). AID 493098;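 active = compounds whose inhibition of the agonist-driven luminescence signal at 20 µM reaches about 50%, limit read from the data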;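 also: cells stimulated with CCL20 at 14 nM final; plate controls were DMSO with CCL20 for no effect and DMSO without agonist for full effect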
Target sequence (P51684 whole entry, looked up): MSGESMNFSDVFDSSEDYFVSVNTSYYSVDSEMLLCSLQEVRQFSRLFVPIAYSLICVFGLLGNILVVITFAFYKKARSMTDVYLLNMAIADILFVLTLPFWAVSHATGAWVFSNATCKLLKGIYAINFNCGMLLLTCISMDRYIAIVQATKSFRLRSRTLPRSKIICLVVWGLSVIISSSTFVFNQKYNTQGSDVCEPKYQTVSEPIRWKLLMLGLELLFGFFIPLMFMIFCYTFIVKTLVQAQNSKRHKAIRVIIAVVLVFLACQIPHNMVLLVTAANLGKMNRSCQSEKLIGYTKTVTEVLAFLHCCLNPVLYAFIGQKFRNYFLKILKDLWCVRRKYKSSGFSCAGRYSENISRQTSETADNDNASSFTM
MPTP inh: blocks calcium-induced mitochondrial swelling; isolated mouse mitochondria, Ca2+ swelling absorbance, 30 min; inhibition, % at 10 µM; actives 1.4% (n = 360,000);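 active = inhibition of 50% or more, scaled per plate between neutral and stimulator controls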;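 also: 0% = DMSO wells given calcium and 100% = 1 mM EGTA wells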
NR3A LBD binder: modulators (binders) of human NR3A ligand-binding domain; actives 2.5% (n = 340,000); Tm shift relative to glycine control, % at 25 µM; AID 1259313; NR3A LBD differential scanning fluorimetry, Tm shift; 0% = protein alone, 100% = glycine-bound protein;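 active = melting temperature shift of at least 10% of the positive control shift, at one fixed dose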
A3G deaminase: blocks human APOBEC3G single-stranded DNA deamination; Q9HC16; recombinant A3G, ssDNA deamination FAM/TAMRA fluorescence; inhibition, % at 20 µM; actives 0.28% (n = 330,000);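 active = inhibition of at least 40% at 20 µM, with no more than 30% in the related APOBEC3A deaminase screen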;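 also: plate controls were DMSO wells with A3G for no effect and wells lacking A3G enzyme for full effect; some compounds called inactive have numbers as strong as hits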
APOBEC3A inh: inhibitors of human APOBEC3A DNA deaminase. P31941. recombinant A3A, FAM/TAMRA ssDNA deamination fluorescence. inhibition, % at 20 µM. actives 0.41% (n = 330,000);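 active = at least 40% inhibition at 20 µM here, with at most 30% in a related deaminase screen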;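 also: plate controls were A3A with DMSO for no effect and wells lacking A3A enzyme for full effect; some results filed as inactive read as strong as hits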
* = called active by the depositor; x = not tested or not shown.

SMILES	Gli-Sufu antag	CXCR6 inh	EBI2 antag	CCR6 antag	MPTP inh	NR3A LBD binder	A3G deaminase	APOBEC3A inh
COc1cccc(N2CCN(C(=O)CCC(=O)N3CCOc4ccc(C)cc43)CC2)c1	-11	0	11	11	-0.6	-1	0	-1
CCOC(=O)N1CCN(C(=O)c2cc3c(=O)n4cccc(C)c4nc3s2)CC1	-18	4	1	8	-1.4	-1	2	3
O=C(Cc1c[nH]c2ccccc12)NCC(=O)Nc1ccc(F)c(F)c1F	-7	1	4	-12	-1.8	1	-6	-2
O=C(NCc1ccccc1)C1=C[C@H](c2ccc(Br)cc2)C[C@H](OCCCCO)O1	-4	-2	21	12	0.3	-6	-4	-3
COc1cccc2sc(/N=C/N(C)C)nc12	1	-15	1	4	1.5	1	8	6
CCc1ccc(OCCNC(=O)c2ccco2)cc1	-16	-2	21	-4	-0.1	-2	-7	-3
CSc1nc(Nc2ccc(Cl)cc2)c(C#N)c(=O)[nH]1	18	-5	3	-5	2.1	-9	-4	-4
Cc1nc(NS(=O)(=O)c2ccccc2)sc1NC(=O)Nc1ccccc1	3	-15	2	-17	-1.4	-3	-3	-2
CCCC[n+]1ccn(-c2nc3ccccc3nc2[N-]S(=O)(=O)c2cccs2)c1	49	12	-7	5	4.5	1	-5	-1
Cn1c(N)c(C(=O)COC(=O)c2ccco2)c(=O)n(C)c1=O	4	5	-8	-6	-2.8	1	-5	-21
CCOC(=O)CN1C(=O)/C(=C/c2c(F)cccc2Cl)Oc2ccccc21	1	2	17	26	-1.2	1	0	5
Cc1ccc(NC(=O)c2cccc(OCc3c(C)noc3C)c2)cc1	-9	8	5	15	1.1	-3	1	3
CCOc1ccc(OCCC(=O)NNC(=O)c2nn(C)c(=O)c3ccccc23)cc1	-6	3	3	8	-0.1	0	2	12
COCCCNC(=S)NNC(=O)c1cc(Cl)c(O)c(Cl)c1	2	6	1	11	-1.5	0	-6	-4
CCCCn1c(N)c(N(CCOC)C(=O)c2cc(-c3ccncc3)nc3ccccc23)c(=O)[nH]c1=O	-4	2	-14	3	-0.5	-3	-7	-1
CN(Cc1ccco1)C(=O)c1c[nH]c2ccc(S(=O)(=O)Nc3ccc4c(c3)OCCO4)cc2c1=O	0	-2	-2	6	2.6	1	-2	6
O=C(Cc1cccc2ccccc12)Nc1ccc(-c2cc3ccccc3oc2=O)cc1	5	10	11	21	-3.7	1	-7	-3
O=C(Cn1c(CO)nc2ccccc21)NCCc1ccc(F)cc1	-1	0	5	8	0.6	1	-1	5
O=C(NC1(C(F)(F)F)C(=O)Nc2c1c(=O)[nH]c(=O)n2Cc1ccco1)C1CC1 (stereo not given)	-4	6	-3	-2	-1.7	4	0	0
CCCn1c(NC(=S)Nc2ccccc2)nc2ccccc21	4	-9	17	2	1.1	-6	-9	0

Whole records, looked up by structure. Values in the order: Gli-Sufu antag	CXCR6 inh	EBI2 antag	CCR6 antag	MPTP inh	NR3A LBD binder	A3G deaminase	APOBEC3A inh
O=C(Cn1c(CO)nc2ccccc21)NCCc1ccc(F)cc1 is entered as -1	0	5	8	0.6	1	-1	5
CCOC(=O)CN1C(=O)/C(=C/c2c(F)cccc2Cl)Oc2ccccc21 is entered as 1	2	17	26	-1.2	1	0	5
O=C(NC1(C(F)(F)F)C(=O)Nc2c1c(=O)[nH]c(=O)n2Cc1ccco1)C1CC1 (stereo not given) is entered as -4	6	-3	-2	-1.7	4	0	0
CCOc1ccc(OCCC(=O)NNC(=O)c2nn(C)c(=O)c3ccccc23)cc1 is entered as -6	3	3	8	-0.1	0	2	12

Other compounds follow.
SMILES	Gli-Sufu antag	CXCR6 inh	EBI2 antag	CCR6 antag	MPTP inh	NR3A LBD binder	A3G deaminase	APOBEC3A inh
Cc1ccccc1N1CCN(c2ncnc3scc(-c4cccs4)c23)CC1	4	1	31	6	5.7	6	-7	-4
O=C(Oc1cccc(Cl)c1)N1CCOCC1	-3	1	-14	-1	1.6	-1	-5	-5
COC(=O)C1=C(C(=O)OC)[C@@H]2Nc3ccccc3[C@@]23C[C@@H](C(=O)OC)N(C(=O)c2cccs2)C3=N1	-6	-10	-3	12	2.2	0	1	-2
S=c1[nH]nc(-c2cnccn2)n1-c1ccccc1	0	-11	5	-18	-1.6	-1	23	-1
COCC(C)OC(=O)C(C#N)c1nc2ccccc2nc1N1CCN(Cc2ccccc2)CC1 (stereo not given)	10	20	34	35	-0.1	2	-1	3
CC1CC(C)(C)NC(C)c2ccccc21 (stereo not given)	0	-7	-3	4	0.6	-1	-6	-2
COC(=O)C1(C)NC(c2cccs2)C2C(=O)N(c3ccc(F)cc3)C(=O)C21 (stereo not given)	-5	-9	2	15	-0.9	0	1	0
Cc1cc(=O)n2c(n1)NC(=NCc1ccccc1)NC2c1ccccc1 (stereo not given)	2	-5	4	8	1.1	-1	-2	-5
O=C1OC(c2cc(Br)c(O)c(Br)c2)c2ccccc21 (stereo not given)	3	3	-2	16	-1.2	3	x	x
COC(=O)c1ccc(COC(=O)CNC(=O)C2CCCCC2)cc1	0	-6	-8	9	0.6	-1	-8	-2
CCCCCn1nc(C)c(/C=N/NC(=O)c2ccoc2C)c1C	-44	-3	0	19	-1.6	4	3	-2
CN(CC(=O)Nc1cccc(F)c1)CC(=O)Nc1ccccc1Oc1ccccc1	2	6	-6	3	1.0	-24	-1	-3
O=S1(=O)Nc2c(ccc3cccnc23)-c2ccccc21	82*	42*	37	61*	-4.4	x	2	-13
CCOC(=O)c1cnc2c(c(C)nn2CC)c1NC1CC1	18	-1	11	10	-1.4	0	-9	2
COC(=O)c1sccc1NC(=O)CSc1ccc(Cl)cc1	2	5	5	23	-1.2	0	-2	-2
COc1ccc(-c2cc(C(F)(F)F)nc(N3CCN(C)CC3)n2)cc1OC	20	-5	-3	12	-0.1	0	-7	-4
Cc1ccc(Oc2coc3cc(O)ccc3c2=O)cc1	-13	-3	14	-8	1.9	0	-8	-4
CCC(C)NC(=O)c1ccc(C2SCC(=O)N2Cc2ccccc2)cc1 (stereo not given)	3	0	-9	-6	-0.3	-1	1	-1
CN(Cc1ccccc1)S(=O)(=O)CCNC(=O)c1ccc2c(c1)OCO2	9	-1	-5	16	0.3	2	-8	-1
Cn1cnc(S(=O)(=O)NCc2cccs2)c1	1	-10	11	1	-5.3	-5	-3	14
COc1ccc(OC)c(C(=O)COC(=O)c2ccccc2O)c1	3	-4	-3	3	1.0	1	-3	-3
COc1ccccc1-n1c(N)c(C(=O)NCC2CCCO2)c2nc3ccccc3nc21 (stereo not given)	7	0	5	16	0.7	1	-9	-12
O=C(Nc1ccc(N2CCOCC2)cc1)c1c(F)cccc1Cl	-5	0	-13	0	-0.2	5	-7	1
N#Cc1c(N)nc(SCC(=O)OCc2ccccc2)c(C#N)c1-c1ccco1	-1	12	9	18	1.5	-2	-1	4
CC(C)c1ccc2c(c1)C1(NN=C(c3ccccc3)S1)C(=O)N2 (stereo not given)	48	34	27	46	-0.6	-1	-5	-3
CC(C)Cc1ccc(CN2CCC(n3nccc3NC(=O)C3CCCC3)CC2)cc1	45	10	-2	18	-0.6	0	-5	-1
CC(=O)N1CCN(c2c(F)c(F)c(C(F)(F)F)c(F)c2F)CC1	16	-1	3	14	-1.9	1	x	x
CC(C)(C)NC(=O)COc1ccc(CNc2ccc3[nH]c(=O)[nH]c3c2)cc1	-3	-14	4	-2	-6.7	-2	-9	-2
COc1ccc(/C(N)=N/OC(=O)CCCN2C(=O)c3ccccc3C2=O)cc1OC	0	-5	7	-10	-0.4	-1	-6	-1
CC(=O)N1CCOc2ccc(S(=O)(=O)NCc3ccc(F)cc3)cc21	-45	1	-16	-16	-0.1	2	0	12
CCc1cccc(NC(=O)CSCc2cc(=O)[nH][nH]2)c1	-4	-6	3	-30	-1.5	2	-1	3
Nc1cccc(NC(=O)c2cccs2)c1	-18	-2	4	12	0.2	-14	0	3
CCCCCSc1nc(N2CCOCC2)c2c(c1C#N)CC(C)(C)OC2	10	-1	13	17	14	23*	-2	1
CN(Cc1ccccc1)C1=CC(=[N+]2CCCCC2)CC(C)(C)C1	85*	-2	8	15	6.4	1	20	68*
Cc1ccc(CNC(=O)c2ccc(N3CCC4(CC3)CC(c3ccccc3)=NO4)c(NC(=O)c3ccco3)c2)cc1	29	3	14	8	1.5	2	-2	-1
CS(=O)(=O)N1c2cccc3cccc(c23)S1(=O)=O	x	-3	-12	-7	-0.2	-2	-10	-4
COc1ccc(-c2ccn(-c3cccc(F)n3)n2)cc1	-32	4	3	9	0.9	-2	-4	-5
CC(C)C[C@H](NC(=O)C1CCN(S(=O)(=O)c2ccccc2)CC1)C(=O)NCc1cccnc1	15	2	1	-5	-0.6	-1	-4	-9
COc1cc(/C=N/n2nnnc2N)ccc1OC(C)C	-11	0	-4	14	0.3	-1	-6	-4
O=C(NCc1ccc2c(c1)OCO2)C1CCC(CNS(=O)(=O)c2ccccc2)CC1 (stereo not given)	2	-7	19	-9	-4.9	0	18	1
CCn1ncc([N+](=O)[O-])c1C(=O)Nc1cc(C)on1	-4	-5	-7	0	2.6	1	0	1
COc1ccc(/C=C/c2ccccc2)cc1[C@H]1[C@H]2C=CC[C@@H](C)[C@@H]2C(=O)N1Cc1ccccc1	13	22	16	18	-1.7	0	-6	-3
Cn1nnc(NC(=O)c2cccs2)n1	-2	-20	-5	0	-0.3	0	-5	-5
O=S(=O)(c1cccc2cccnc12)N1CCN(Cc2ccccc2)CC1	1	2	-3	14	0.2	1	-2	4
O=S(=O)(c1cccc(-c2nnc(-c3ccc(Br)cc3)o2)c1)N1CCCCCC1	-14	7	32	4	16	2	-5	-4
NS(=O)(=O)c1ccc(CCNC(=O)CNC(=O)Cc2ccccc2)cc1	-10	5	1	-1	-0.6	1	-6	-4
Cc1cccc(C)c1OCc1cc(C(=O)NCC2CCCCC2)no1	-10	-9	5	-4	0.4	2	-9	-7
CCOc1cnn(Cc2ccccc2)c(=O)c1SCc1ccccc1	6	-1	0	20	-9.4	-12	-3	1
O=C1CC(c2cccc(F)c2)C2=C(CCCC2=O)N1 (stereo not given)	-10	-9	-8	-16	-0.1	-4	-9	-6
Cc1ccsc1C(=O)N1CC(=O)Nc2ccccc21	-6	-3	-9	-6	1.6	-2	-5	-15
Additional entries.
SMILES	Gli-Sufu antag	CXCR6 inh	EBI2 antag	CCR6 antag	MPTP inh	NR3A LBD binder	A3G deaminase	APOBEC3A inh
CCCc1cc(C(=O)N2CCCC(C(=O)c3cc(C)c(OC)c(C)c3)C2)n(C)n1 (stereo not given)	3	-6	16	11	-0.4	1	-3	-6
CC(C)CCNC(=O)CCCc1ccccc1	-1	6	-2	12	-1.5	1	-3	-1
O=C(CN1CCN(c2ccccn2)CC1)Nc1cc(C(F)(F)F)ccc1Cl	14	-13	8	5	2.0	-3	-4	0
CC(=O)NC(CCS(C)(=O)=O)C(=O)Nc1ccc2c(c1)OCCO2 (stereo not given)	-4	-7	-9	13	0.3	0	-8	-1
CCn1c(=S)[nH]c2scc(-c3cccs3)c2c1=O	-29	-8	-7	4	2.4	-5	x	x
Cc1ccc(NC(=O)CN2C(=O)C3CC=CCC3C2=O)cc1S(=O)(=O)N1CCOCC1 (stereo not given)	19	-3	-1	4	0.5	-1	-4	4
CC(=O)Nc1c(C(=O)N2CCOCC2)cnn1-c1ccc(C)c(C)c1	-1	0	0	-19	0.4	1	-1	-1
COc1cc(OC)cc(C(=O)NCC(=O)OCC(=O)N2c3ccccc3NC(=O)C2(C)C)c1	-11	3	-1	-1	-0.3	1	1	7
O=C(Cc1cccs1)NCc1ccc(Cl)cc1Cl	-47	6	-4	13	0.4	0	19	2
CCn1c(=S)sc2c(=O)n(CC(=O)Nc3ccccc3)c(C)nc21	2	9	-8	8	-0.8	-3	-2	-3
O=C(C1CCN(S(=O)(=O)c2ccc(Cl)s2)CC1)N1CCN(c2ccccc2)CC1	26	-2	21	1	-1.8	1	x	x
O=C(COc1cc(Cl)c(Cl)cc1Cl)NCCN1CCOCC1	4	-12	2	-8	-2.0	3	3	2
